ATXN2 expr inh – Primary qHTS for Inhibitors of ATXN expression; 360,000 tested, 0.72% active; Potency, µM (highest dose often 57 µM), for inactives: top-dose activity change, negative = inhibition, usual class: inhibitors; HEK-293 ATXN2-luciferase reporter, luminescence, 24 h; AID 1745845, 2022; further: potency means the concentration at half of the fitted maximal effect; on the % scale 0 is the no-effect control and ±100 the full control effect; nearly all actives have a fitted effect of over 55% in size
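ATXN2-luciferase reporter cells (luciferase flanked by upstream and downstream ATXN2 gene portions) were treated 24 h at 37 °C with compounds at up to 57 uM. SteadyGlo luminescence gave expression; GF-AFC fluorescence gave viability.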
HT1080 IDH1KD tx – qHTS for induction of synthetic lethality in tumor cells producing 2HG: qHTS for the HT-1080-IDH1KD cell line; HT-1080 IDH1 knockdown viability, ATP luminescence, 48 h; Potency, µM (highest dose often 46.1 µM), for inactives: top-dose activity, negative = toxicity, usual class: cytotoxic; 360,000 tested, 2% active;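 further: potency means the concentration at half of the fitted maximal effect; 0% = DMSO wells and -100% = cell-free medium wells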
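In this qHTS, HT-1080 cells depleted of IDH1 are exposed for 48 h at 37 °C to compound titrations. Toxicity is scored from CellTiter-Glo luminescence, with DMSO as full viability and medium alone as none.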
HT1080NT lethal – qHTS for induction of synthetic lethality in tumor cells producing 2HG: qHTS for the HT-1080-NT fibrosarcoma cell line | HT-1080-NT fibrosarcoma viability, CellTiter-Glo ATP luminescence, 48 h | Potency, µM (highest dose often 46.1 µM), inactives show at the highest dose activity, negative = less viability, most hits filed as cytotoxic | 360,000 tested, 1.6% active;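 further: NT is the 2HG producing partner of a matched IDH1 knockdown line; potency means the concentration at half of the fitted maximal effect; 0% = DMSO-treated cells and -100% = media-only wells without cells; nearly all actives have a fitted effect of over 55% in size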
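Toxicity toward the 2HG-producing NT line was scored as %Activity, normalised to DMSO and no-cell wells, from CellTiter-Glo luminescence after 48 hours' treatment.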
IL1B secr inh – qHTS for Inhibitors of Inflammasome Signaling: IL-1-beta AlphaLISA Primary Screen. THP-1 LPS/ATP IL-1B secretion, AlphaLISA, 16 h; hits give low values. 360,000 tested, 4.7% active. activity change, % at 57.5 µM. AID 743279, 2014; in the data active means activity change below about -50%; inconclusive means mostly about -30% to -49%; further: on the % scale 0 is the no-effect control and ±100 the full control effect
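Secreted IL-1B measured by AlphaLISA bead assay after 16 h compound exposure of THP-1 cells; compounds (final up to 57.5 uM) added 1 h before LPS (250 ng/mL) and ATP (1.25 mM) stimulation; lower signal means less secretion.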
WRN inhibitor – qHTS for Inhibitors of WRN Helicase; Bifunctional 3'-5' exonuclease/ATP-dependent helicase WRN (Homo sapiens), Q14191; WRN helicase unwinding, fluorescent forked duplex, kinetic; Potency, µM (doses to about 114 µM), without a hit: at the top dose activity change, negative = inhibition, most hits filed as inhibitors; 360,000 tested, 0.46% active; AID 651768, 2012; further: potency means the concentration at half of the fitted maximal effect; on the % scale 0 is the no-effect control and ±100 the full control effect; nearly all actives have a fitted effect of over 55% in size
Target sequence (Q14191 whole entry, looked up): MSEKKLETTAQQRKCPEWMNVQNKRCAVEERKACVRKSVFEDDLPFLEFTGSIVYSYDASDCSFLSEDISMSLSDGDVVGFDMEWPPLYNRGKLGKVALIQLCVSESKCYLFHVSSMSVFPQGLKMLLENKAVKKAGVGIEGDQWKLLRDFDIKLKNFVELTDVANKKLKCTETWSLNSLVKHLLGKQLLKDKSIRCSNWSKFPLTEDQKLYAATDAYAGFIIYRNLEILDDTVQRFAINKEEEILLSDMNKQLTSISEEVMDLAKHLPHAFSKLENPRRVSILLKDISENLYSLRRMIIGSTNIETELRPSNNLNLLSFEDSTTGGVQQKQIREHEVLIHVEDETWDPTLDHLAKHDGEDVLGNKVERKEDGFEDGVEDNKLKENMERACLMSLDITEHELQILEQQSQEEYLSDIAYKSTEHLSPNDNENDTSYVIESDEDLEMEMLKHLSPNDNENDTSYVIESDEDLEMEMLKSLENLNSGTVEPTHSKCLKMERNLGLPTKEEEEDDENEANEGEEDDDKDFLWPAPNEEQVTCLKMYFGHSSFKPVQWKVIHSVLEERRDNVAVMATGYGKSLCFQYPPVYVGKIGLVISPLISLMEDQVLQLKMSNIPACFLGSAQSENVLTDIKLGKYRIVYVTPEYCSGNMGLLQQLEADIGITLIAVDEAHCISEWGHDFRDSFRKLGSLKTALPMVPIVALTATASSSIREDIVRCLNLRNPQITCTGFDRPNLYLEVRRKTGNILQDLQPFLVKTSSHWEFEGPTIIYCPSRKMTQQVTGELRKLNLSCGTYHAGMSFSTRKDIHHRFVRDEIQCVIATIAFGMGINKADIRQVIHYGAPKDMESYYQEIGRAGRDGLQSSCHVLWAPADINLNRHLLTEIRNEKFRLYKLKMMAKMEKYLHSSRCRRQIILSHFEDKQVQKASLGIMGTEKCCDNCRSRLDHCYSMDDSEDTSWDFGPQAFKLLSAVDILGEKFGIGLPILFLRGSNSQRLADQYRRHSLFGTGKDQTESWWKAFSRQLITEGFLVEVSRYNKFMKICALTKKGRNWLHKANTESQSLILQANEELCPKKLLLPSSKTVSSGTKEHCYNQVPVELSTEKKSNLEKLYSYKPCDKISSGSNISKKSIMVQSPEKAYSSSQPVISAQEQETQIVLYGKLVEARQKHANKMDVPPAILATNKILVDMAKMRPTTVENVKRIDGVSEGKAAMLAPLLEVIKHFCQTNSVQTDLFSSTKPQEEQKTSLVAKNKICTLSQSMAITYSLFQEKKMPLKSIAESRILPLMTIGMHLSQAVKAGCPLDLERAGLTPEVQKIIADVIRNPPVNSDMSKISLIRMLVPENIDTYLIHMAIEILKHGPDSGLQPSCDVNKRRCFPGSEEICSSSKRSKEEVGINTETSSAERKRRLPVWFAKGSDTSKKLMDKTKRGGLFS
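Fluorescence dequenching readout, ex 525 nm/em 598 nm, kinetic mode: forked duplex DNA (100 nM final) with adjacent fluorophore and quencher unwound by WRN (20 nM final) with 2 mM ATP. Compound preincubation 15 min, room temperature.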
MCF10A rereplic – A quantitative high throughput screen for small molecules that induce DNA re-replication in MCF 10a normal breast cells. MCF 10A DNA re-replication, Hoechst nuclear intensity, 48 h. Potency, µM (top dose mostly 46.1 µM), for inactives: at the top dose activity, positive = re-replication, usual class: activators. 350,000 tested, 2.9% active. AID 624296, 2012; further: potency means the concentration at half of the fitted maximal effect; % of control where 0% means no effect; nearly all actives have a fitted effect of over 50% in size
SW480 rerep – A quantitative high throughput screen for small molecules that induce DNA re-replication in SW480 colon adenocarcinoma cells; Potency, µM (top dose mostly 46.1 µM), without a hit: at the top dose re-replication activation, actives largely listed as activators; AID 624297, 2012; 340,000 tested, 1.8% active; SW480 DNA re-replication, Hoechst DNA content imaging, 48 h; further: potency means the concentration at half of the fitted maximal effect; % of control where 0% means no effect; nearly all actives have a fitted effect of over 55% in size
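Hoechst fluorescence of nuclei (405 nm excitation, 500-530 nm emission) measured by plate-scanning imager after 48 hr compound exposure at 37 C; re-replication scored as increased number of nuclei with elevated intensity.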
KB-3-1 cytotox – qHTS assay for MDR1-selective chemotherapeutics: Primary screen using the parental adenocarcinoma cell KB-3-1; KB-3-1 viability, CellTiter-Glo ATP luminescence, 72 h; Potency, µM (series often up to 46.1 µM), without a hit: top-dose activity change, negative = cytotoxic, most hits filed as cytotoxic; 400,000 tested, 1.4% active; AID 1347075, 2019; further: potency means the concentration at half of the fitted maximal effect; on the % scale 0 is the no-effect control and ±100 the full control effect; nearly all actives have a fitted effect of over 60% in size
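Parental KB-3-1 adenocarcinoma cells in phenol-red-free DMEM with 10% FBS were pin-treated with compounds at several concentrations, incubated 72 h at 37 °C, and viability read by CellTiter-Glo luminescence; concentration-effect curves were fitted after normalization.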
KB-V1 MDR tox – qHTS assay for MDR1-selective chemotherapeutics: Primary screen using the drug-selected MDR subline cells KB-V1; KB-V1 MDR cells viability, CellTiter-Glo, 72 h; Potency, µM (highest dose often 46.1 µM), without a hit: top-dose activity change, negative = cytotoxicity, usual class: cytotoxic; 400,000 tested, 3.4% active; further: potency means the concentration at half of the fitted maximal effect; on the % scale 0 is the no-effect control and ±100 the full control effect; nearly all actives have a fitted effect of over 60% in size
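In this primary screen, KB-V1 cells overexpressing P-gp are incubated with library compounds (lowest to highest concentration) for 72 h at 37 degrees C before a luminescent ATP viability read.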
* hit, by the source's call; i = inactive; ? = inconclusive; . = no result given; [ ] = another dose, or the depositor's remark. Unless noted, the call rests on the fitted dose curve; in most records, active means well fitted curve in the direction sought with a large enough effect; inconclusive means small, poorly fitted or top-dose-only effect, or another doubt; inactive means no such curve, though single readings can be large; an effect the other way counts as inactive or inconclusive.

Structure	MCF10A rereplic	HT1080NT lethal	WRN inhibitor	HT1080 IDH1KD tx	IL1B secr inh	ATXN2 expr inh	KB-V1 MDR tox	SW480 rerep	KB-3-1 cytotox
COc1ccc([C@@H]2C[C@H]3CN(Cc4ccccc4OC)C(=O)[C@]34CCCN24)cc1C	-1%	-19%	-5%	-24%	15	.	-21%	19%	-2%
O=C(NS(=O)(=O)c1ccc(Cl)s1)c1ccccc1	-1%	-2%	1%	1%	-2	.	13%	2%	0%
O=C(N[C@@H]1CC[C@@H](CCNS(=O)(=O)c2ccc(Cl)cc2)O[C@@H]1CO)c1cccnc1	.	12%	2%	13%	4	.	-3%	.	8%
CCOc1ccccc1NC(=S)N1CCN(c2ccccc2)CC1	3%	5%	-5%	4%	25	-5%	9%	-10%	-7%
COc1ccc(N2C(=O)CSC23CCC(C(C)(C)C)CC3)cc1 (stereo not given)	4%	-2%	-9%	4%	-2	-1%	?	-4%	1%
Cc1nc(-c2noc(-c3ccccc3Cl)n2)c(C(F)(F)F)o1	-1%	10%	-2%	8%	-11	.	4%	-11%	-1%
CCOc1ccc2nc(-c3ccc(OC)c(OC)c3)cc(C(=O)O)c2c1	-7%	17%	-7%	11%	6	-1%	3%	-7%	7%
CCOC(=O)C[n+]1c(C)ccc2c1CCC2	-185%[0.0737 µM]	-10%	17%	-3%	8	3%	?	-3%	0%
CCn1c(=O)c(C(=O)NCCN2CCCCC2)c(O)c2ccccc21	6%	?	-3%	18µM*	-7	-16%	-25%	12%	?
C=CCCN(Cc1ccccc1)S(=O)(=O)c1ccccc1Br	?	-4%	6%	4%	6	-5%	-1%	4%	2%
CCC1(c2ccccc2)NC(=O)N(CC(=O)NNC(=O)c2ccoc2C)C1=O (stereo not given)	0%	10%	-21%	14%	15	1%	12%	-11%	0%
O=C(CN1C(=O)C2C3C=CC(C3)C2C1=O)Nc1ccc(S(=O)(=O)Nc2nccs2)cc1 (stereo not given)	4%	17%	-8%	-2%	58	.	4%	-26%	9%
Cc1nc([N+](=O)[O-])c(Br)n1CC(=O)c1ccc(Cl)cc1	15µM*	?	?	18µM*	-116*	?	?	?	18µM*
CSc1ncccc1C(=O)OCC(=O)c1cccs1	-10%	-1%	-10%	11%	31	-1%	-11%	-3%	-5%
Fc1ccc(C2NC(=S)NC3=C2N2CCC3CC2)cc1 (stereo not given)	13µM*	3%	-2%	15%	5	7%	3%	2%	3%
COc1ccc(NC(=O)CS(=O)(=O)c2cn(CC(=O)N3CCCC3)c3ccccc23)c(OC)c1	0%	5%	0%	23%	i	2%	5%	-16%	10%
CC1CCc2onc(C(=O)NCc3ccco3)c2C1 (stereo not given)	?	18µM*	-2%	13µM*	3	9%	?	?	?
CCOCCCn1c(SCc2nc3ccccc3s2)nc2ccccc2c1=O	?	?	-11%	?	-5	-37%	2.3µM*	?	12µM*
NC(=S)N/N=C/c1ccccc1[N+](=O)[O-]	-5%	14%	-5%	16%	11	-20%	?	2%	-11%
CN(C)c1ccc(/C=C2\SC(=S)N(Nc3ncc(C(F)(F)F)cc3Cl)C2=O)cc1	10%	?	50µM*	?	-5	-4%	-21%	?	-12%
O=C(CSc1ncn[nH]1)NCCCc1ccccc1	1%	0%	3%	-3%	11	-12%	0%	-5%	-9%
CCOP(=O)(OCC)C(Nc1ccccn1)c1ccccc1 (stereo not given)	-4%	1%	-15%	3%	-4	-18%	-16%	0%	-2%
Cc1cc(C)n2ncc(C(=O)O)c2n1	-5%	?	-1%	8%	19	-4%	2%	-2%	-13%
CCSc1nnc(NC(=O)CSc2nc3c(c(=O)n2-c2ccccc2OC)SCC3)s1	-8%	8%	-6%	-6%	5	-14%	?	1%	?
O=c1[nH]c(CN2CCN(c3ccc(O)cc3)CC2)nc2scc(-c3ccc(Cl)cc3)c12	?	?	-2%	21µM*	0	.	-18%	3.7µM*	?
CCNC(=S)NNC(=O)CCc1nc2cc(Cl)ccc2n(Cc2ccccc2)c1=O	-2%	-10%	5%	?	-3	-20%	?	8%	-6%
CCOc1ccc(C(C)=O)cc1CN1C(=O)C(=O)N(CC)C1=O	5%	12%	3%	6%	8	45%[activator][11.3 µM]	-16%	-24%	7%
Nc1nnn(CC(=O)N/N=C/C=C/c2ccccc2)n1	-1%	21%	-3%	1%	-13	9%	18%	-41%[inhibitor]	3%
CCCc1ccc(OCc2ccc(C(=O)N/N=C/c3cccc([N+](=O)[O-])c3)o2)c(OC)c1	?	?	4%[57.1 µM]	?	-9	?	-7%	?	18µM*
Cc1cccc(C(=O)N2CCC(=O)N(C(COCc3ccccc3)Cc3ccccc3)CC2)c1 (stereo not given)	?	-13%	-3%	-9%	-24	-21%	1%	-5%	-24%
COc1nc(Nc2ccc3c(c2)OCO3)nc(OC)n1	-2%	-7%	-5%	0%	-2	2%	-3%	-8%	?
COc1ccc(Cc2c3cc(OC)c(OC)cc3cc[n+]2C)cc1OC	1%	3%	11%	-3%	2	-9%	6%	-5%	14%
Cc1ccccc1NC(=O)c1ccc(C)c(S(=O)(=O)N2CCN(C)CC2)c1	6%	7%	7%	2%	0	1%	15%	41%	-4%
O=C(COc1ccc2cc(Br)ccc2c1)N1CCCC1	-18%	24%	11%	26%	-1	5%	3%	0%	-10%
CCN(C(=O)CSc1nc(C)nc2sc(C)c(C)c12)C1CCS(=O)(=O)C1 (stereo not given)	-3%	-3%	-8%	-2%	0	1%	0%	-21%	-5%
COc1ccc(S(=O)(=O)N2CCCCCC2)cc1C(=O)N(C)Cc1cccs1	?	-3%	-17%	-23%	-15	-10%	?	-21%	-11%
COc1cc(C(=O)N2CCN(C(=O)COc3ccc4ccccc4c3)CC2)cc(OC)c1OC	-2%	-2%	1%	-7%	-3	4%	7%	-4%[9.22 µM]	-4%
CN(C)CC(=O)N[C@@H]1CC[C@@H](CC(=O)NCCN2CCCCC2)O[C@@H]1CO	.	1%	1%	13%	39	.	6%	.	3%
CSC(=S)NCc1cccnc1	3.3µM*	?	4%	?	-63*	-37%	-21%	3.7µM*	26µM*
Cc1ccc(C)c(N2CCN(C(=O)C3CCN(S(=O)(=O)c4c(C)noc4C)CC3)CC2)c1	17%	-25%	-7%	18µM*	?	.	?	?	8.2µM*
C[C@]1(C2CCCC2)Cc2cc(OCC(=O)O)c(Cl)c(Cl)c2C1=O	-8%	-4%	-8%	-20%	-16	-3%	7%	2%	0%
O=C(COc1cccc2c1CCNC2=O)NC1CCCCC1	0%	6%	-2%	-5%	5	7%	24%	-4%	7%
Cc1ccc(C)c(S(=O)(=O)Nc2cccc(-n3cnnn3)c2)c1	10%	0%	-9%	-12%	-5	3%	?	?	-1%
Cc1cc(C)n2nc(C(=O)OCC(=O)Nc3ccc(C)c(F)c3)nc2n1	?	0%	-3%	-2%	?	-11%	-5%	-22%	-2%
Cc1ccccc1N1CCN(C2CCCN(C(=O)CCC(=O)N(C)C)C2)CC1 (stereo not given)	2%	9%	-4%	15%	-2	-16%	?	-3%	9%
O=C(CNc1ccc(Cl)c(C(F)(F)F)c1)N1CCN(S(=O)(=O)c2ccccc2)CC1	10%	-1%	-1%	-7%	-30	-6%	?	3%	-2%
Cc1ccc(CN2CCNC(=O)C2CC(=O)N(C)C2CCOCC2)cc1 (stereo not given)	-1%	8%	-14%	6%	16	12%	4%	-9%	3%
COc1ccc(-c2cn(-c3ccc(SC(F)F)cc3)c3[n+]2CCC3)cc1OC	1%	10%	8%	4%	2	-16%	6%	-3%	0%
CCOC(=O)c1oc2c(CN3CCN(CCO)CC3)c(O)c(CC)cc2c(=O)c1-c1nc2ccccc2s1	?	0%	-1%	6%	4	-3%	0%	8%	8%
CC(C)(C)OC(=O)NCCCCCc1nnc(SCC(=O)Nc2cccc(Cl)c2)o1	10%	-1%	-8%	-11%	10	-5%	-12%	-6%	7%
C=CCc1ccccc1OCCn1nnc2ccccc21	14%	-7%	-2%	2%	50	.	-6%	5%	-8%
CC(C)Cn1nnc2c(=O)oc3ccccc3c21	-1%	1%	-5%	-17%	0	5%	-3%	-4%	-5%
CC1=CC(=O)C=C(C)C1=NOc1ccc([N+](=O)[O-])cc1	?	-7%	-16%	-2%	-12	-15%	0%	?	-5%
Cc1nn(-c2ccccc2)c(C)c1NC(=O)COC(=O)c1cc([N+](=O)[O-])ccc1NCCO	11%	-2%	3%	-1%	21	-1%	15%	-2%	9%
COc1cccc(CNC(=O)CCl)c1	-2%	11%	-2%	19%	0	6%	19%	-1%	13%

Single entries from above:
Under WRN inhibitor, COc1cccc(CNC(=O)CCl)c1 is listed with -2%
Under IL1B secr inh, COc1nc(Nc2ccc3c(c2)OCO3)nc(OC)n1 is listed with -2
